Screening results as filed in PubChem BioAssay.
ATXN viability: viability counter-screen for ATXN expression inhibitors. S2 cells (HEK-293 line with an ATXN2-luciferase reporter) viability, CellTiter-Fluor protease fluorescence, 24 h. Potency, µM (titrated, usually from 56.7 µM), most hits filed as cytotoxic. hit rate 0.49% among 400,000. AID 651635; further: potency means the concentration at half of the fitted maximal effect; nearly all actives have a fitted effect of over 40% in size
SW480 rereplic: inducers of DNA re-replication in SW480 colon cancer cells. hit rate 1.8% among 340,000. Potency, µM (titrated, usually from 46.1 µM), for the others: at the highest dose re-replication activation, usual class: activators. SW480 DNA re-replication, Hoechst DNA content imaging, 48 h. AID 624297; further: potency means the concentration at half of the fitted maximal effect; % of control where 0% means no effect; nearly all actives have a fitted effect of over 55% in size
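Per well, 250 cells were exposed to pinned compound for 48 hr. Nuclear DNA was visualised with Hoechst (40 min, 37 C) and total object intensity recorded by fluorescence scanning.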
KB-3-1 tox: KB-3-1 parental cell cytotoxicity. Potency, µM (doses to about 46.1 µM), for inactives: top-dose activity change, negative = cytotoxic, hits mostly cytotoxic. hit rate 1.4% among 400,000. KB-3-1 viability, CellTiter-Glo ATP luminescence, 72 h. AID 1347075; further: potency means the concentration at half of the fitted maximal effect; on the % scale 0 is the no-effect control and ±100 the full control effect; nearly all actives have a fitted effect of over 60% in size
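Viability of parental KB-3-1 cells, measured by CellTiter-Glo luminescence, followed a 72 h incubation at 37 °C with pinned compounds in phenol-red-free DMEM containing 10% FBS.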
HT1080NT lethal: kills 2HG-producing HT-1080-NT fibrosarcoma cells; HT-1080-NT fibrosarcoma viability, CellTiter-Glo ATP luminescence, 48 h; Potency, µM (doses to about 46.1 µM), inactives show at the highest dose activity, negative = less viability, hits mostly cytotoxic; hit rate 1.6% among 360,000;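 further: NT is the 2HG producing partner of a matched IDH1 knockdown line; potency means the concentration at half of the fitted maximal effect; 0% = DMSO-treated cells and -100% = media-only wells without cells; nearly all actives have a fitted effect of over 55% in size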
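Toxicity toward the 2HG-producing NT line was scored as %Activity, normalised to DMSO and no-cell wells, from CellTiter-Glo luminescence after 48 hours' treatment.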
HT1080 IDH1KD tx: HT-1080 IDH1 knockdown cell toxicity (counter line). HT-1080 IDH1 knockdown viability, ATP luminescence, 48 h. Potency, µM (series often up to 46.1 µM), for the others: at the highest dose activity, negative = toxicity, actives largely listed as cytotoxic. hit rate 2% among 360,000;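 further: potency means the concentration at half of the fitted maximal effect; 0% = DMSO wells and -100% = cell-free medium wells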
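% activity derives from luminescence (CellTiter-Glo), normalised to DMSO and no-cell wells. HT-1080-IDH1KD cells, 750/well, had 48 h compound exposure at 37 °C.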
KB-V1 MDR tox: kills drug-selected multidrug resistant KB-V1 cells. KB-V1 MDR cells viability, CellTiter-Glo, 72 h. Potency, µM (doses to about 46.1 µM), without a hit: at the top dose activity change, negative = cytotoxicity, usual class: cytotoxic. hit rate 3.4% among 400,000; further: potency means the concentration at half of the fitted maximal effect; on the % scale 0 is the no-effect control and ±100 the full control effect; nearly all actives have a fitted effect of over 60% in size
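Luminescent ATP read-out (CellTiter-Glo, 10 min) measures survival of drug-selected KB-V1 MDR cells after 72 h, 37 degrees C compound exposure. Medium: phenol-red-free DMEM, 10% FBS. Values from fitted concentration-response curves.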
ATXN2 expr inh: reduces ATXN2 reporter expression in HEK-293 cells; HEK-293 ATXN2-luciferase reporter, luminescence, 24 h; Potency, µM (top dose mostly 57 µM), for the others: at the highest dose activity change, negative = inhibition, hits mostly inhibitors; hit rate 0.72% among 360,000; further: potency means the concentration at half of the fitted maximal effect; on the % scale 0 is the no-effect control and ±100 the full control effect; nearly all actives have a fitted effect of over 55% in size
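qHTS (up to 57 uM final) was run with 24 h compound exposure of reporter cells at 37 °C. Each well was multiplexed: SteadyGlo luminescence measured ATXN2-luciferase expression after a fluorogenic Gly-Phe-AFC viability readout (25 uM final).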
IL-1B inflam inh: blocks inflammasome-driven IL-1 beta release | activity change, % at 57.5 µM | AID 743279 | hit rate 4.7% among 360,000 | THP-1 LPS/ATP IL-1B secretion, AlphaLISA, 16 h; hits give low values; in the data active means activity change below about -50%; inconclusive means mostly about -30% to -49%; further: on the % scale 0 is the no-effect control and ±100 the full control effect
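THP-1 cells pretreated 1 hr with compounds (up to 57.5 uM final), then stimulated with LPS (250 ng/mL final) plus ATP (1.25 mM final); secreted IL-1B measured by AlphaLISA after 16 hr, decreased signal indicating inhibition.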
MCF10A rerep: inducers of DNA re-replication in MCF 10A breast cells | MCF 10A DNA re-replication, Hoechst nuclear intensity, 48 h | hit rate 2.9% among 350,000 | Potency, µM (titrated, usually from 46.1 µM), for inactives: at the top dose activity, positive = re-replication, most hits filed as activators; further: potency means the concentration at half of the fitted maximal effect; % of control where 0% means no effect; nearly all actives have a fitted effect of over 50% in size
Active calls of the source: *; i = inactive; ? = inconclusive; . = no result given; [ ] = dose if it differs, or a comment. Unless noted, the call rests on the fitted dose curve; in most records, active means well fitted curve in the direction sought with a large enough effect; inconclusive means small, poorly fitted or top-dose-only effect, or another doubt; inactive means no such curve, though single readings can be large; an effect the other way counts as inactive or inconclusive. Compounds were not picked by outcome. About 11% of those tested had a hit in this group.

Compound	ATXN viability	HT1080 IDH1KD tx	HT1080NT lethal	MCF10A rerep	KB-3-1 tox	SW480 rereplic	KB-V1 MDR tox	IL-1B inflam inh	ATXN2 expr inh
CC1(C(=O)NS(=O)(=O)c2ccc(F)cc2F)CCN1C(=O)c1cccc(F)c1 (stereo not drawn)	i	24.3%	?	.	0.0%	.	22.8%	24.2	4.3%
O=C(Cc1ccccc1)N/N=C/c1ccccc1Cl	i	11.1%	3.5%	0.0%	-23.9%	-2.5%	-3.5%	-7.1	15.5%
COC(=O)C1=C(Nc2ccccc2NS(=O)(=O)c2ccc(C(F)(F)F)cc2Cl)CSC1	i	-3.5%	-14.6%	?	-24.4%	-11.9%	-34.0%	.	-2.3%
Cc1ccc(C(=O)Nc2c(-c3ccccc3)nc3ccccn23)cc1	?	.	.	.	28.7%	.	2.3%	.	8.5%
Nc1cccc(S(=O)(=O)NC2=NCCC2)c1	i	4.1%	10.9%	-0.7%	0.5%	-5.6%	21.0%	20.9	3.3%
COc1ccccc1N1CCSC1C(N)=O (stereo not drawn)	i	11.1%	2.8%	0.1%	-3.2%	-4.7%	15.0%	1.4	1.5%
COc1ccc(-n2c(SCC(=O)Nc3ccccc3)nnc2-c2ccc(NS(=O)(=O)c3ccc(C)cc3)cc2)cc1	i	-26.1%	?	12.8%	-1.4%	3.0%	-10.1%	89.8	-20.5%
O=S(=O)(c1cccc(C(F)(F)F)c1)N1CCN(c2nnnn2-c2ccccc2)CC1	i	1.5%	-3.0%	-5.9%	-1.0%	?	14.4%	-1.8	-11.5%
O=C(Cc1c[nH]c2ccccc12)OCCOC(=O)Cc1c[nH]c2ccccc12	i	4.6%	-2.1%	?	19.8%	-3.2%	1.6%	73.4	-1.7%
O=C(CSc1nc2c([nH]c3ccccc32)c(=O)n1-c1ccc(Cl)cc1)NCC1CCCO1 (stereo not drawn)	i	.	.	.	3.8%	.	0.0%	.	2.0%
Nc1cc(SCc2ccc([N+](=O)[O-])cc2)ncn1	i	-14.4%	-7.1%	-2.5%	2.5%	-7.3%	3.5%	-27.2	0.2%
Clc1ccc(-c2nnc3n2CCCCC3)cc1	i	8.1%	6.2%	0.7%	0.0%	0.4%[9.22 µM]	9.0%	71.4	4.0%
COc1ccc(C2(C(F)(F)F)NC(=O)N(C)C(=O)N2C)cc1 (stereo not drawn)	i	3.6%	11.5%	1.2%	7.2%	-1.7%	-18.6%	0.3	0.0%
CC(C)CCNC(=O)C(c1cccnc1)N(CCc1ccccc1)C(=O)Cn1nnc2ccccc21 (stereo not drawn)	i	-0.3%	-1.7%	3.4%	-3.4%	5.2%	-2.7%	27.5	-11.5%
CCOc1ccc(OCC)c(NC(=O)CN2CCN(CC)CC2)c1	i	9.2%	6.7%	-1.3%	-13.2%	-5.9%	-1.5%	9.6	1.9%
COCc1cc(=O)n2[nH]c(-c3ccccc3)cc2n1	i	19.4%	23.4%	-0.7%	0.7%	-2.2%	17.2%	22.7	14.5%
CCOc1ccc(C(=O)COC(=O)Cc2n[nH]c(=O)c3ccccc23)cc1	i	5.17µM*	6.51µM*	1.64µM*	4.11µM*	2.59µM*	4.61µM*	37.9	-0.3%
COc1ccccc1NC(=O)CCNS(=O)(=O)c1ccc2[nH]c(=O)oc2c1	i	6.8%	-1.0%	-3.2%	-2.3%	-39.3%[inhibitor]	3.6%	11.9	2.7%
CC(C)=C1SC(N2CCOCC2)=NC1=O	i	0.2%	0.3%	1.9%	-2.3%	-4.0%	0.9%	-6.3	-0.2%
CC(=O)Nc1cccc(-c2cc3nc(NCc4cccnc4)n(C)c(=O)c3s2)c1	i	1.5%	5.9%	.	0.0%	.	2.7%	-0.9	34.2%
CC1(C(=O)Nc2ccccc2Cc2ccccc2)CCN1Cc1ccccc1Cl (stereo not drawn)	i	?	?	.	-3.2%	.	?	-3.0	?
CCOC(=O)c1cnn(-c2cc(Oc3cccc(C)c3)ncn2)c1N	i	-0.2%	13.4%	5.1%	-10.1%	4.2%	?	-19.4	-13.3%
O=C(NCCN1CCN(c2cccc(Cl)c2)CC1)c1ccc(CSc2nc3ccncc3[nH]2)cc1	i	?	?	18.4µM*	?	15.5%	0.1%	-63.0*	?
Cc1nc(-c2ccc(S(=O)(=O)NCC3CCN(C(=O)OC(C)(C)C)CC3)s2)cs1	i	-8.4%	-25.8%	13.4%	-29.0%	-0.3%	-21.8%	16.5	.
CCCCc1nnc(NC(=O)CCSc2ccccc2)s1	i	-4.6%	11.9%	-6.4%	-1.5%	-4.1%	?	0.0	-6.9%

Next section:
Compound	ATXN viability	HT1080 IDH1KD tx	HT1080NT lethal	MCF10A rerep	KB-3-1 tox	SW480 rereplic	KB-V1 MDR tox	IL-1B inflam inh	ATXN2 expr inh
Cc1ccc(NC(=O)C2CCCN(c3nc4ccccc4s3)C2)c(C)c1 (stereo not drawn)	i	.	.	.	-1.0%	.	0.9%	.	3.2%
Cc1ccc(S(=O)(=O)c2nc(-c3ccco3)oc2SCc2ccccc2Cl)cc1	i	.	.	.	?	.	?	.	-6.5%
Cn1cccc1C(=O)NC(=O)CSc1nc2ccccc2s1	i	-9.7%	-1.6%	16.1%	-17.1%	?	14.6%	57.4	4.3%
Cc1ccccc1NC(=O)COC(=O)c1n[nH]c(=O)c2ccccc12	i	-2.6%	3.4%	3.1%	2.3%	3.7%	-8.2%	7.8	-7.0%
O=C(CCc1ccccc1)Nc1nncs1	i	14.6%	16.7%	0.9%	5.4%	-10.1%	13.9%	-8.3	7.7%
O=C1CC(c2ccc3c(c2)OCO3)CN1 (stereo not drawn)	i	1.1%	5.3%	2.0%	17.6%	-6.1%	15.0%	14.7	1.8%
CCOc1ccc(-c2nc(N)ncc2-c2ccccc2OC)c(O)c1	i	-27.4%	-29.2%	-0.6%	-0.3%	2.0%	1.4%	-12.9	5.6%
CCC(C)NC(=O)Cc1cn(C)c2ccccc12 (stereo not drawn)	i	7.4%	8.6%	-1.2%	-0.6%	-0.3%	?	3.0	-0.7%
Cc1cc(C(=O)NNC(=O)c2ccccc2F)c2ccccc2n1	i	2.4%	0.0%	?	.	-6.3%	.	6.7	-7.5%
O=C(NNS(=O)(=O)c1ccc(F)c(Cl)c1)c1cccc(S(=O)(=O)N2CCOCC2)c1	i	8.3%	0.6%	-2.4%	6.5%	-4.5%	-2.0%	14.0	-19.1%
CCN(CC)C(=O)Cn1cc([N+](=O)[O-])cc1[N+](=O)[O-]	i	9.1%	5.0%	-1.0%	-0.3%	-1.6%	-4.7%	-6.7	4.1%
CC1(c2nnnn2C2CCCCC2)CCC(=O)N1Cc1ccc2c(c1)OCO2 (stereo not drawn)	.	22.5%	20.4%	.	7.8%	.	-17.8%	41.2	.
COc1cc(-c2nnc(SCC(=O)c3ccccc3)o2)cc(OC)c1OC	i	-15.1%	-19.9%	-16.0%	10.7%	-0.1%	?	-4.3	9.7%
O=C(NCc1cccc(Cl)c1)C1CCC(=O)N(C2CC2)C1 (stereo not drawn)	i	0.6%	15.7%	-4.3%	-7.2%	?	22.1%	0.0	-6.6%
C[C@H]1CN([C@@H](C)CO)C(=O)Cc2cc(NS(=O)(=O)c3cccs3)ccc2O[C@H]1CN(C)S(=O)(=O)c1cn(C)cn1	i	0.9%	11.5%	-5.6%	5.0%	-3.5%	-6.9%	30.2	2.9%
Cc1c(NC(NC(=O)CC(C)C)C(Cl)(Cl)Cl)c(=O)n(-c2ccccc2)n1C (stereo not drawn)	i	-0.2%	2.1%	1.3%	-2.8%	11.9%	6.9%	-3.2	-21.6%
CN(C(=O)c1cc([N+](=O)[O-])ccc1NCc1cccnc1)c1ccccc1	i	-0.9%	3.7%	0.0%	1.4%	-0.1%	-6.9%	2.0	.
Cc1nc(N2CCOCC2)c2c3c(sc2n1)CCC3	i	-13.2%	-0.3%	-0.9%	-1.1%	?	?	16.2	5.2%
CC(C)NC(=O)CCCC(=O)NC(C)C	i	10.6%	-0.1%	6.4%	9.1%	-36.3%[inhibitor]	-6.9%	3.9	5.6%
O=S(=O)(c1ccccc1)c1nc(-c2ccccc2)oc1NCCCN1CCOCC1	?	15.4%	0.9%	0.6%	0.0%	2.7%	?	i	-7.4%
CCN(CC)S(=O)(=O)c1ccc(N2CCN(C)CC2)c(NC(=O)COc2ccc(F)cc2Cl)c1	?	-0.9%	-4.1%	?	-4.5%	?	-10.9%	-3.4	-17.4%

Five entries from above, sorted by SMILES length, smallest number first:
Compound	ATXN viability	HT1080 IDH1KD tx	HT1080NT lethal	MCF10A rerep	KB-3-1 tox	SW480 rereplic	KB-V1 MDR tox	IL-1B inflam inh	ATXN2 expr inh
CCC(C)NC(=O)Cc1cn(C)c2ccccc12 (stereo not drawn)	i	7.4%	8.6%	-1.2%	-0.6%	-0.3%	?	3.0	-0.7%
Cc1nc(N2CCOCC2)c2c3c(sc2n1)CCC3	i	-13.2%	-0.3%	-0.9%	-1.1%	?	?	16.2	5.2%
Cc1ccc(NC(=O)C2CCCN(c3nc4ccccc4s3)C2)c(C)c1 (stereo not drawn)	i	.	.	.	-1.0%	.	0.9%	.	3.2%
CN(C(=O)c1cc([N+](=O)[O-])ccc1NCc1cccnc1)c1ccccc1	i	-0.9%	3.7%	0.0%	1.4%	-0.1%	-6.9%	2.0	.
Cc1c(NC(NC(=O)CC(C)C)C(Cl)(Cl)Cl)c(=O)n(-c2ccccc2)n1C (stereo not drawn)	i	-0.2%	2.1%	1.3%	-2.8%	11.9%	6.9%	-3.2	-21.6%
